High-throughput results: PubChem, Broad Institute
Cneo AK release: Cryptococcus neoformans lysis via adenylate kinase release; C. neoformans lysis, adenylate kinase release luminescence, 4 h; normalised: neutral wells 0, clomiphene wells 100; actives 0.2% (n = 360,000); AID 651654; lysis activity, % at 15 µM;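 active = mean lysis activity across replicates of at least 80%, whatever share of replicates individually reach that level; inactive = mean lysis activity below 80%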
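Material – log-phase Cryptococcus neoformans yeast cells · Input – 5 × 10^6 yeast cells/mL · Medium – fresh YPD growth medium · Doses – single compound concentration per well · Timing – static 4 h at 37 °C with compound, 1 h detection · Detection – adenylate kinase release luminescence · Read-out – signal increase indicating cell lysis · Control set – Clomiphene as positive lysis control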
Numbers without * were called inactive. The list is partial; the hit share may differ from the screen's.

canonical_smiles,Cneo AK release
CCCCCn1c(=N)c(S(=O)(=O)c2ccc(Cl)cc2)cc2c(=O)n3cccc(C)c3nc21,-8
Cc1ccc(-n2c(SCC(=O)Nc3ccc4c(c3)OCO4)nnc2-c2cccs2)cc1,6
CCOc1ccc(C2/C(=C(\O)c3cccc(OC)c3)C(=O)C(=O)N2c2cc(C)on2)cc1OC (stereo not drawn),-1
C=CCc1ccccc1OCC(CN1CCCCC1)OC(C)=O (stereo not drawn),3
COC(=O)COc1nc(C)c(Br)c(OC)n1,2
O=C(Nc1nc2c(Br)cccc2s1)C1CC1,0
Cc1nc2cc(CO)ccc2s1,2
Cc1cc(C)n(C(=O)CNc2ccccc2Cl)n1,-2
CC(CC(=O)NCc1cccnc1)c1ccccc1 (stereo not drawn),-4
Cc1ccc(Cl)cc1NC(=S)N1CCCCCC1,1
CCN(CC)S(=O)(=O)c1cccc2c(N(C)C)cccc12,0
C=C1/C=C(\C)C(C)(O)CC(O)CC(=O)C(O)C(O)C(C)CC(C)OC(=O)/C(C)=C/CC/C=C/C(OC)C(O)CC(C)C1 (stereo not drawn),1
CCCCC(=O)Nc1nnc(C)s1,1
CC(C)NC(NC(=O)Cc1ccccc1)C(Cl)(Cl)Cl (stereo not drawn),-4
O=C(O)c1ccc2cc[nH]c2c1,3
O=C(c1ccc(COc2c(F)c(F)c(F)c(F)c2F)o1)N1CCOCC1,4
O=C(NC1CCCC1)C(c1ccccc1F)N(C(=O)c1ccco1)C1CCCC1 (stereo not drawn),2
CC(=O)c1cn(CC(=O)Nc2ccc(C)cc2)c2ccccc12,-2
CC1CCN(C(=O)C2Cc3ccccc3CN2S(=O)(=O)c2ccc(F)cc2)CC1 (stereo not drawn),6
O=C(Nc1cccc2ncccc12)c1cc2ccccc2o1,-4

More entries
canonical_smiles,Cneo AK release
COC(=O)CN1C(=S)N(Cc2ccccc2)C(=O)C1CC(=O)Nc1ccc(Br)cc1 (stereo not drawn),-3
Cc1ccccc1Cn1nc(C)c(NC(=O)c2cc3nc(-c4ccco4)cc(C(F)(F)F)n3n2)c1C,6
CC1=C(C)CC(C(=O)NCc2c(F)cccc2Cl)C(C(=O)O)C1 (stereo not drawn),1
CCOc1ccc(S(=O)(=O)Nc2ccccc2C(=O)NCc2ccco2)cc1,0
Cn1c(=O)c2c(nc(NCc3ccco3)n2Cc2ccccc2Cl)n(C)c1=O,8
C#CCOCCOCCOCCNc1nc(N2CCN(C(=O)[C@H](CCCCN)n3cc([C@@H](N)C(C)CC)nn3)CC2)nc(N2CCN(C(=O)[C@H](Cc3cc4ccccc4[nH]3)n3cc([C@@H](N)C(C)CC)nn3)CC2)n1 (stereo partly drawn),2
CCCCCCCCCCC[N+](C)(C)CC/C=C1/c2ccccc2Sc2ccc(Cl)cc21,10
C#CCOCCOCCOCCNc1nc(N2CCN(C(=O)CCCCCCCCCCNC(=O)[C@H](CCCCN)n3cc(C[C@@H](C)CC)nn3)CC2)nc(N2CCN(C(=O)CCCCCCCCCCNC(=O)[C@@H]([C@H](C)O)n3cc(C)nn3)CC2)n1,4
CCOC(=O)c1c(C(C)(C)C)oc2ccc(OCC#N)cc12,-1
O=C(c1ccc2c(=O)n(CCc3ccccc3)c(=O)[nH]c2c1)N1CCN(c2ccccc2)CC1,-4
C[C@]12CC[C@@H]3c4ccc(O)cc4[C@@H](O)C[C@H]3[C@@H]1CC[C@@H]2O,-4
CC(C)c1nnc(NC(=O)CN(C)S(=O)(=O)c2ccc3c(c2)OCCO3)s1,2
Cc1ccc(C(=O)N/C(=C\c2sccc2C)C(=O)NCc2ccco2)cc1,9
O=C1CC(c2ccco2)CC(O)=C1C=NCC1CCNCC1 (stereo not drawn),-6
COC(=O)c1[nH]c2cccc(OC)c2c1NC(=O)CN1CC2(C)CC1CC(C)(C)C2 (stereo not drawn),1
CCn1ccc(C(=O)Nc2ccc3c(c2)CCC3)n1,-1
COc1ccc(C2C3=C(CC(C)(C)CC3=O)Oc3ncn(CC(C)C)c(=N)c32)cc1 (stereo not drawn),2
CC(=O)c1ccc(N2CCN(c3ccc(S(=O)(=O)N4CCN(C)CC4)cn3)CC2)cc1,0
Cc1ccc2[nH]c(=O)c(CNC(C)(C)C)cc2c1,-5
Cc1ccc(N(Cc2ccco2)C(=O)c2cccc(S(=O)(=O)N(C)C)c2)cc1,0

Of the compounds above, two contain two or more sulfur atoms.
canonical_smiles,Cneo AK release
Cc1ccc(-n2c(SCC(=O)Nc3ccc4c(c3)OCO4)nnc2-c2cccs2)cc1,6
CC(C)c1nnc(NC(=O)CN(C)S(=O)(=O)c2ccc3c(c2)OCCO3)s1,2

At a glance, 3 of the compounds above:
canonical_smiles,Cneo AK release
CCn1ccc(C(=O)Nc2ccc3c(c2)CCC3)n1,-1
COc1ccc(C2C3=C(CC(C)(C)CC3=O)Oc3ncn(CC(C)C)c(=N)c32)cc1 (stereo not drawn),2
CC(=O)c1ccc(N2CCN(c3ccc(S(=O)(=O)N4CCN(C)CC4)cn3)CC2)cc1,0

Next part:
canonical_smiles,Cneo AK release
COc1ccccc1CCNC(=O)c1nccnc1C(=O)O,1
CC1=CS/C(=C(/C#N)C(=O)N2CCCCC2)N1c1ccccc1,8
CCCCOC(=O)CSc1nnc(-c2ccc(Cl)cc2Cl)o1,2
COC(=O)c1ccc(COc2ccc3c(C)c(C)c(=O)oc3c2C)o1,-5
CCN(CC)CCCn1c(C)cc2c(c1=O)C(c1cccc(Cl)c1)C(C#N)=C(N)O2 (stereo not drawn),-1
Cn1c(=O)n(CC(=O)Nc2ccccc2)c2ccccc21,0
CCOC(=O)C(Oc1ccc(=O)[nH]n1)C(C)=O (stereo not drawn),-2
O=C(NCCCN1CCCCCC1)c1ccc(CS(=O)(=O)Cc2ccccc2F)o1,3
C#CCOCCOCCOCCNc1nc(N2CCN(C(=O)CCCCCCCCCCNC(=O)[C@@H](CCC(=O)O)n3cc(CCCCCN)nn3)CC2)nc(N2CCN(C(=O)CCCCCCCCCCNC(=O)[C@H]([C@@H](C)CC)n3cc(CCCCCN)nn3)CC2)n1,0
Oc1ccc(Nc2nc(-c3cccnc3)cs2)cc1,-4
CCOc1ccc(C2/C(=C(\O)c3ccc(OC)c(OC)c3)C(=O)C(=O)N2c2cc(C)on2)cc1OC (stereo not drawn),1
CCOC(=O)C1Oc2ccccc2C(C(=O)OC)=C1C(=O)OC (stereo not drawn),0
CCCc1cc(=O)[nH]c(SCC(=O)N2CCN(c3ccc(F)cc3)CC2)n1,-1
Cc1nn(C(C)C(=O)N2CCc3ccccc3C2)c(=O)c2cc3occc3n12 (stereo not drawn),2
Cc1cc(NS(=O)(=O)c2ccc(NC(=O)c3ccoc3C)cc2)nc(C)n1,-2
Cc1ccc(C)c(N(CC(=O)NCCSCc2ccco2)S(C)(=O)=O)c1,-1
Cc1nc(C)c(C(=O)C2=C(O)C(=O)N(CCN(C)C)C2c2cccs2)s1 (stereo not drawn),1
C#CCOCCOCCOCCNc1nc(N2CCN(C(=O)CCCCCCCCCCNC(=O)[C@H](CCCCN)n3cc(C[C@@H](C)CC)nn3)CC2)nc(N2CCN(C(=O)CCCCCCCCCCNC(=O)[C@H](CCCCN)n3cc(C[C@@H](C)CC)nn3)CC2)n1,9
Cc1cc(=O)oc2cc(OCC(O)CN3CCc4ccccc4C3)ccc12 (stereo not drawn),-3
COc1ccc(-c2csc(/C(C#N)=C(\O)CSc3nccn3C)n2)cc1OC,-1

The listing continues.
canonical_smiles,Cneo AK release
CCN(CC)c1ccc2nc3ccccc3[n+](CC)c2c1,-2
Cc1noc(C)c1COc1ccc(C(=O)NNC(=O)c2ccccc2F)cc1,1
Cc1cc(C)n(C(=O)CNC(=O)C2COc3ccccc3O2)n1 (stereo not drawn),4
O=C(CN(Cc1ccc(F)cc1)S(=O)(=O)c1ccccc1)N1CCCCC1,1
O=C(NCC(c1cccnc1)N1CCN(c2ccccc2F)CC1)OCc1ccccc1 (stereo not drawn),-1
O=C(CCCN1C(=O)c2ccccc2C1=O)Nc1nncs1,10
Cc1cc(=O)n2nc(N3CCCC3C(=O)NCCCN3CC(C)CC(C)C3)sc2n1 (stereo not drawn),-4
CCn1c(C)nc2cc(C(=O)OCCC(F)(F)F)ccc21,3
CC(C)Oc1snc(Cl)c1C(N)=O,0
CS(=O)(=O)N1CCc2cc(C(=O)O)ccc21,4
O=C(NCc1ccc2c(c1)OCO2)c1cccc(C(=O)NCc2ccc3c(c2)OCO3)c1,4
O=C(CSCc1cccs1)N1CCCC1,-3
Cc1ccc(Sc2cnc3ccccc3n2)cc1,-3
O=C(Cc1cn2ccsc2n1)Nc1cccc2cnccc12,0
CCN(CC)CCN(Cc1cc2cc3c(cc2[nH]c1=O)OCCO3)C(=O)NC1CCCCC1,0
O=C(COC(=O)c1cc(S(=O)(=O)N2CCOCC2)ccc1O)NCC1CCCO1 (stereo not drawn),2
CCCC1c2ccc(C)n2CCN1C(=O)Nc1ccc(F)cc1 (stereo not drawn),0
O=C(OCC(=O)N1CCc2ccccc21)c1ccccc1,-2
CCN(CC)C(=O)c1ccc(C(=O)c2c(C)cc(C)cc2C)cc1,-2
COC(=O)Cc1c(C)c2cc(Cl)c(OC(=O)c3ccco3)cc2oc1=O,-2

A draw from above in order of formula weight, low to high.
canonical_smiles,Cneo AK release
O=C(CCCN1C(=O)c2ccccc2C1=O)Nc1nncs1,10
Cc1noc(C)c1COc1ccc(C(=O)NNC(=O)c2ccccc2F)cc1,1
Cc1cc(=O)n2nc(N3CCCC3C(=O)NCCCN3CC(C)CC(C)C3)sc2n1 (stereo not drawn),-4

(listing goes on)
canonical_smiles,Cneo AK release
O=C(C[C@H]1C/C=C\C[C@H](NC(=O)OCC2c3ccccc3-c3ccccc32)C(=O)OC[C@@H]2CCCN2C1=O)N[C@H](CO)Cc1ccccc1,-2
CC1=[N+]([O-])C(C)(C)C(C)N(O)C1=O (stereo not drawn),-2
COc1ccccc1C1CCN(Cc2cccc(C(=O)N3CCC(O)CC3)c2)CC1,-1
CCc1ccc2oc(=O)cc(CN3CCOCC3)c2c1,-1
CCC(C(=O)NC1CCCC1)N(C(=O)Cn1nnc(-c2ccc(C)cc2)n1)C1CCCC1 (stereo not drawn),3
CC(=O)Nc1ccc(N/C=C/C(=O)c2ccco2)cc1,-1
COc1ccccc1NC(=O)N(Cc1ccco1)Cc1cc2ccc(C)c(C)c2[nH]c1=O,6
CCOC(=O)c1ccc(N2C(=O)C(O)=C(C(C)=O)C2c2ccc(O)c(OC)c2)cc1 (stereo not drawn),12
Cc1cccc2nc(CSc3nncn3-c3ccccc3)cn12,2
COc1ccc(C2NC(=O)c3sc4nc(C)c(C(C)=O)c(-c5ccc(Cl)cc5)c4c3N2)cc1 (stereo not drawn),-1
Cc1cc(CCC(=O)O)c(C)cc1CCC(=O)O,-4
O=c1cc(CN2CCN(c3ccc(F)cc3)CC2)nc2sccn12,2
CC(C)CCOC(=O)C1[C@H]2C(=O)N(Cc3cccs3)C[C@]23C=C[C@H]1O3 (stereo partly drawn),-5
Cn1cnc([N+](=O)[O-])c1Nc1ccc(O)cc1,6
O=c1oc2ccccc2c(Nc2ccccc2)c1[N+](=O)[O-],2
COc1cccc([C@@H]2Oc3ccc(OC)cc3C(=O)[C@H]2O)c1,-1
O=C(NC1CCN(Cc2ccccc2)CC1)C1CCN(S(=O)(=O)c2cccc([N+](=O)[O-])c2)CC1,-4
Cc1cc(NC(=O)c2ccc3c(c2)C(=O)N(C2CCCCC2)C3=O)no1,0
Cc1ccccc1CN1CCN(CC(=O)NCCCN2CCN(c3ccc(F)cc3)CC2)C1=O,0
c1ccc(N2CCN(c3cnc4ccccc4n3)CC2)cc1,-5

(continued)
canonical_smiles,Cneo AK release
COc1cc(C(=O)NC2CCN(C)CC2)ccc1Nc1ncc2c(n1)N(C1CCCC1)CCC(=O)N2C(C)C,4
COc1ccc(C2/C=C\CN(C(=O)C3CC3)[C@H](Cc3ccccc3)C(=O)N2Cc2ccc(F)cc2)cc1 (stereo partly drawn),1
Cc1ccc(O)c(CC(C)C)n1,0
CCc1ccc(C(C)NC(=S)NC2CCCCC2)cc1 (stereo not drawn),6
NC(=O)CSc1oc(-c2ccco2)nc1S(=O)(=O)c1ccc(Cl)cc1,-1
CCOc1cc(CNCc2ccccn2)ccc1OCC(=O)NC1CCCCC1,-7
O=C(Nc1ccccn1)[C@@H]1CCC(=O)N1C(=O)OCc1ccccc1,-2
CC(C)(CC(=O)O)CC(=O)N1CCN(c2cc(C(F)(F)F)nc3ccccc23)CC1,0
O=C1CCCc2oc3ccc(O)cc3c21,13
CCN1CCN(C(=O)c2ccc3c(=O)n(CCc4ccccc4)c(=O)[nH]c3c2)CC1,6
CC1CC(C)(C)Nc2ccc(OC(=O)c3ccco3)cc21 (stereo not drawn),-5
COC(=O)C1=C(N)c2ccccc2C1(C#N)c1ccccc1 (stereo not drawn),0
CN1CCCC(OC(=O)CCCC(=O)OC2CCCN(C)C2)C1 (stereo not drawn),-2
